Screening results as filed in PubChem BioAssay.
CHRM5 antagonist: CHRM5 antagonism in calcium assay | P08912 | CHO-hM5 cells, Fluo-8 calcium fluorescence, ACh EC80 | inhibition, % at 3 µM | hit rate 0.59% among 360,000;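 active = inhibition above a per-plate cutoff, the mean of that plate's test compounds plus 3 SD, cut at about 27% in these data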;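 also: 0% = acetylcholine EC80 with DMSO and 100% = DMSO without agonist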
Target sequence (P08912 whole entry, looked up): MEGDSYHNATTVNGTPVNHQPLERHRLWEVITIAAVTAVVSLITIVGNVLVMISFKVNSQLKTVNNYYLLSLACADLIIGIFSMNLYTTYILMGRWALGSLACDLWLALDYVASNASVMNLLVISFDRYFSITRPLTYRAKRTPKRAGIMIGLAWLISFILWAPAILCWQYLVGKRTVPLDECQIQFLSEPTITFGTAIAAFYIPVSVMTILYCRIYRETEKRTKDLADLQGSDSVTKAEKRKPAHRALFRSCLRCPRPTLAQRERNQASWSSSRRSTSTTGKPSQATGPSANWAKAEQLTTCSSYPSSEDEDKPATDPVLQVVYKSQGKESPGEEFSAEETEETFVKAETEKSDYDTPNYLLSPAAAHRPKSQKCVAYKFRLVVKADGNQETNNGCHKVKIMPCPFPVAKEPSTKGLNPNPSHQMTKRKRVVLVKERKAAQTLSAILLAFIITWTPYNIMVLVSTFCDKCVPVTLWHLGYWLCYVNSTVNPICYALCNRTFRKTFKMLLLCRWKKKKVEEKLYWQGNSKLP
CRFBP-R2 agonist: agonists of human CRF-binding protein/CRF-R2 receptor complex. activation, % at 13.2 µM. AID 588473. hit rate 0.46% among 350,000. HEK293 CRF-R2/CRF-BP, calcium dye fluorescence (FLIPR); percent of saturating CRF peptide response;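 active = activation of at least 50%, plus an integration ratio under a set limit after plate pattern correction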;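 also: plate controls were neutral control wells without compound for no effect and CRF at EC100 for full effect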
CHRM4 antagonist: CHRM4 antagonism in calcium assay. inhibition, % at 3 µM. P08173. CHO-hM4 cells, ACh EC80, Fluo-8 calcium fluorescence. AID 624125. hit rate 0.73% among 360,000;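 active = inhibition above its plate's cutoff, the mean inhibition of sample wells plus 3 SD, cut at about 27% in these data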;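 also: 0% = acetylcholine EC80 with DMSO and 100% = DMSO without agonist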
Target sequence (P08173 whole entry, looked up): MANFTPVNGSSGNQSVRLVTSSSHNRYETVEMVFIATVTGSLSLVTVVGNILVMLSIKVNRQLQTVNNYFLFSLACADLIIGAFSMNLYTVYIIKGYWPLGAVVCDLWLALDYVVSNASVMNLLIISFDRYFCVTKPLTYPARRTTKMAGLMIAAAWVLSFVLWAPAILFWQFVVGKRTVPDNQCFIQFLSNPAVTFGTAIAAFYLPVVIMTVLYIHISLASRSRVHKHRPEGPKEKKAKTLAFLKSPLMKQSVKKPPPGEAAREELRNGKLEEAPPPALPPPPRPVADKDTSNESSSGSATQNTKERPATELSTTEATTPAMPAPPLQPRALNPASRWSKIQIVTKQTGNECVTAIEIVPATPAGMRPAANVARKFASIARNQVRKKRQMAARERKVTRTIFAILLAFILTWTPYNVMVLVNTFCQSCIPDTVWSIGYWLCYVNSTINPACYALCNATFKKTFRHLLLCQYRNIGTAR
M4 ag: CHRM4 agonism in calcium assay. CHO-K1 hM4/Gqi5, Fluo-8 calcium fluorescence; vehicle 0%, full acetylcholine response 100%. P08173. hit rate 0.14% among 360,000. activation, % at 3 µM;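 active = activation above the run mean over all test wells plus 3 SD, cut at about 32% in these data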;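 also: peak over basal fluorescence ratio per well then scaled between controls; 0% = DMSO wells and 100% = acetylcholine at EC100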
CHRM4 PAM: positive allosteric modulators of human muscarinic M4 receptor | P08173 | hit rate 0.4% among 360,000 | CHO-K1 hM4/Gqi5, Fluo-8 calcium fluorescence, ACh EC20; 0% = ACh EC20, 100% = maximal ACh | activation, % at 3 µM;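 active = activation above its plate's cutoff, the mean activation of sample wells plus 3 SD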; also: some results filed as inactive read as strong as hits
CHRM5 agonist: agonists of human muscarinic M5 receptor (CHRM5) | activation, % at 3 µM | AID 624037 | P08912 | CHO-K1 hM5 cells, Fluo-8 calcium fluorescence; 0% DMSO wells, 100% maximal acetylcholine response | hit rate 0.19% among 360,000;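 active = activation above the run's mean over test compounds plus 3 SD, cut at about 23% in these data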;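 also: signal is peak over basal fluorescence ratio across the kinetic read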
M5 PAM: positive allosteric modulators of human muscarinic M5 receptor | P08912 | CHO-K1 hM5, Fluo-8 calcium, ACh EC20 PAM; 0% = ACh EC20, 100% = ACh EC100 | activation, % at 3 µM | hit rate 0.3% among 360,000;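 active = activation above the run cutoff, the mean activation of all test compounds plus 3 SD, cut at about 18% in these data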
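system = human M5 receptor in CHO-K1 cells | compound = one concentration, 3 µM final (nominal) | schedule = Post-acetylcholine fluorescence recording 140 s | signal = Fluo-8 calcium dye fluorescence, kinetic read | benchmarks = low control EC20 acetylcholine (0%), high control EC100 acetylcholine (100%) | repeats = singlicate, one well per test compound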
CRFBP-R2 block: CRF-BP/CRF-R2 complex antagonism; HEK293 CRF-R2/CRF-BP, CRF-induced calcium fluorescence; inhibition, % at 11.8 µM; hit rate 0.59% among 350,000; AID 588475;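 active = inhibition of the ligand-induced calcium signal above about 50% at the single tested concentration, limit read from the data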
IDE cell inh: inhibitors of human insulin-degrading enzyme in cells. inhibition, % at 5.59 µM. AID 434962. P14735. hit rate 0.41% among 320,000. HEK cells, FAbetaB cleavage, fluorescence polarization;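 active = percent inhibition above the average of all tested compounds plus 3 SD, set per screening campaign, cut at about 16% in these data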;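 also: IDE supplied by intact live HEK cells; FP after avidin binding of uncleaved biotin substrate so inhibition keeps polarization high; 0% = DMSO wells and 100% = 60 µM reference IDE inhibitor Ii1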
Numbers without * were called inactive; nt = not tested or not shown. Compounds as they come; any-hit rate near 2.9%.

SMILES	CHRM5 antagonist	CRFBP-R2 agonist	CHRM4 antagonist	M4 ag	CHRM4 PAM	CHRM5 agonist	M5 PAM	CRFBP-R2 block	IDE cell inh
O=C(c1ccco1)N1CCN(Cc2nnc(-c3cccc(Br)c3)o2)CC1	10	0.6	-9	4	-8	4	8	-1	-23
COc1cccc(-c2cc(C(=O)NC3CC3)c3ccccc3n2)c1	1	-0.6	-7	7	-1	-3	-2	-4	-5
COC(=O)C1CCN(C(=O)c2cc(-c3ccc(Cl)s3)nc3ccccc23)CC1	17	-1.3	8	21	-9	0	-24	-6	1
CC1Cc2ccccc2N1C(=O)COC(=O)CNC(=O)c1ccc(Br)o1 (stereo not given)	6	-0.8	15	1	2	-4	0	-9	1
O=C(c1sc2ccccc2c1Cl)N(Cc1ccccc1)C1CCS(=O)(=O)C1 (stereo not given)	1	-1.1	-6	2	-4	0	-3	-8	-3
COC(=O)c1ccc(CSc2nnc(Nc3ccc(C)cc3)s2)o1	-4	-2.0	-28	2	0	-2	-3	-6	6
CC(C)C(c1nnnn1C(C)(C)C)N1CCN(Cc2cccnc2)CC1 (stereo not given)	0	0.7	-1	0	3	1	12	26	-6
CN(C(=O)c1ccc(NC(=O)Cc2ccc(NC(=O)C3CCCN(C(=O)C4CCCCC4)C3)cc2)cc1)C1CCCC1 (stereo not given)	-11	1.3	2	0	4	2	8	1	nt
CCC(C)(C)NC(=O)CN(Cc1ccc(OC)cc1)C(=O)CCC(=O)Nc1nccs1	5	-1.0	-13	5	1	0	-6	8	9
O=C(Cc1nc2ccccc2[nH]1)NCc1ccco1	-3	-1.1	-6	2	4	-1	1	-1	6
C[C@H](c1ccccc1)N1C[C@@H](COCc2ccccc2)Oc2cc(N3CC[C@@H](O)C3)ccc2S1(=O)=O	-4	nt	-9	9	1	8	-5	nt	nt
CCc1ccc(NC(=O)Cc2cn(C)c3ccccc23)cc1	-11	-1.4	-1	-2	4	-4	-3	22	6
CCOC(=O)n1c(=O)n(Cc2ccc(Cl)cc2Cl)c2ccccc21	5	0.1	-2	0	6	-4	1	-27	5
COc1ccc(-n2cnnc2SCC(=O)Nc2ccc(C(N)=O)cc2)cc1	10	-0.5	-4	0	-3	-3	-2	0	-1
CC1(C)Cc2c(sc3nc4n(-c5ccccc5)c(=O)c(CCC(=O)O)nn4c(=O)c23)CO1	5	0.2	9	3	11	2	1	34	-8
C[N+](=O)C1C(=O)Nc2ccccc21 (stereo not given)	1	nt	4	1	5	0	0	nt	nt
CN(CCNC(=O)c1cn(C)c2ccc(S(=O)(=O)N3CCCC3)cc2c1=O)CCc1ccccc1	-6	-0.8	-2	0	-2	-4	3	2	5
Cc1cc(C)cc(NC(=O)C2CCCN2/C=C/C(=O)C(F)(F)F)c1 (stereo not given)	-4	-2.0	-9	2	6	0	4	17	1
O=C(NCC1CCCO1)/C(=C\c1ccco1)NC(=O)c1ccc(Cl)cc1 (stereo not given)	2	-0.6	-5	1	-2	-1	2	3	-2
O=C(Nc1ccc(F)cc1F)c1ccc2c(c1)OCCO2	12	0.7	10	3	6	-3	-2	-5	-1
O=C1C=C(c2ccc(Cl)cc2)C(=O)N1Nc1ccccc1	12	31	32*	5	-8	10	4	-37	8
CC1CN(CCC(=O)Nc2ccc3c(c2)OCO3)CC(C)O1 (stereo not given)	7	-3.0	-8	1	16	1	2	14	5
Cc1sc2nc(SCC(N)=O)n(C)c(=O)c2c1C	-2	-2.2	-2	2	2	-1	0	3	-1
COc1ccc(CCNC(=O)c2ccc3c(c2)OCO3)cc1	3	-0.6	-3	3	0	0	-1	-4	6
CCCCN(C(=O)C1CCCO1)c1c(N)n(CC(C)C)c(=O)[nH]c1=O (stereo not given)	1	-0.5	-7	0	-2	3	2	2	-5
Cc1ccc(-c2cn3cccnc3n2)cc1NC(=O)c1ccc(Br)o1	-3	1.8	-8	4	10	0	-2	-8	2
O=C(OCc1cn([C@H]2C[C@H](c3ccc(Cl)cc3)N(C(=O)C3CCCCC3)C[C@@H]2O)nn1)c1ccccc1	-1	-0.7	-5	8	0	1	2	4	nt
Fc1ccccc1Nc1nc(N2CCOCC2)nc(N2CCOCC2)n1	21	-2.5	2	0	-3	-3	-8	-1	nt
O=C1COc2ccc(S(=O)(=O)N3CCCC3)cc2N1	18	-0.4	3	1	1	-2	-4	21	7
CC1CCN(C(=O)c2ccc(SCc3ccccc3F)c([N+](=O)[O-])c2)CC1	-7	1.2	-3	1	-3	-1	0	-19	2
CC(=O)Nc1nc(C(F)(F)F)cs1	1	0.6	9	1	2	-1	-5	3	-7
O=C(O)CCCCCn1c(O)c(C=C2N=c3ccccc3=N2)sc1=S	5	1.2	-1	1	11	1	-3	10	0
CSc1nnc(CCCCCNC(=O)OC(C)(C)C)o1	0	0.8	0	1	3	0	4	17	0
CC(=O)Nc1ccc(C(=O)N(C)C(C(=O)Nc2ccccc2)c2ccccn2)cc1 (stereo not given)	-11	-0.6	-10	1	6	-2	6	-14	4
CCc1cccc(C)c1N(C(=O)Cn1c(=O)[nH]c2ccccc21)C(C)COC (stereo not given)	3	2.4	-4	1	16	-2	5	-14	-1
COc1ccc(N=N/C(=C\O)C(=O)c2cccs2)cc1	-11	-1.1	2	2	1	-1	-4	-22	0
CC(=O)C1=C(O)C(=O)N(c2ccccn2)C1c1ccc(C)cc1 (stereo not given)	-7	2.3	-9	0	1	-4	4	1	6
OCC[C@H]1C[C@H](O)[C@@H](O)[C@@]2(CCCO2)O1	12	-1.5	3	0	5	0	2	8	1
CC1C=CCC2C(=O)N(c3cccc(C(=O)NCCc4ccccc4)c3)C(=O)C12 (stereo not given)	5	4.4	-6	5	0	0	-2	-9	10
Cc1ccc(CN2CCN(Cc3cnc(C)s3)CC2CCO)cc1 (stereo not given)	-4	-1.9	7	0	-8	-1	-1	13	-5
CCOc1ccc(-c2c(C(=O)N/N=C/c3sccc3C)nnn2-c2nonc2N)cc1	6	1.1	-4	8	-5	1	-2	1	-2
S=C1NCCOCCOCCOCCOCCNC(=S)N2CCOCCOCCN1CCOCC2	7	0.3	-4	0	-1	2	4	15	5
CCCCC(=O)OCC(=O)c1[nH]c(C)c(C(C)=O)c1C	8	1.0	-1	4	0	-1	0	7	1
CC(C)CC(=O)Nc1ccc(C(=O)NNC(=O)C(c2ccccc2)c2ccccc2)cc1	-4	5.2	-6	1	0	0	-7	-34	0
O=C(NCc1cccnc1)c1ccc(-c2ccc(F)c(F)c2)c2ccoc12	8	nt	0	10	-8	4	-8	nt	nt
O=C(C[C@H]1C=C[C@H](NC(=O)c2ccccn2)[C@@H](CO)O1)NCc1cc(F)cc(F)c1	3	nt	-3	2	18	4	6	nt	nt
COc1ccc(NC(=O)C2Cc3c(-c4cccc(C(N)=O)c4)ccnc3O2)cn1 (stereo not given)	0	nt	3	2	6	-1	1	nt	nt
Cc1ccc(C(C#N)c2ccc3c(C(F)(F)F)cc(C(F)(F)F)nc3n2)cc1 (stereo not given)	12	-2.4	-4	1	7	-4	-1	-23	3
CC(C)=CCCC(C)CN1CCC(N2CCC(C(=O)NC(C)C)CC2)CC1 (stereo not given)	6	0.1	13	3	-11	-18	-13	6	-11
CCn1c2ccccc2c2nc3ccccc3nc21	-1	-0.5	-9	2	12	-4	1	-16	-5
COc1cccc(NC(=O)c2cc(-c3ccc(OC)cc3OC)nc3ccccc23)c1	18	1.9	19	13	-15	-3	-18	0	-2
CCOC(=O)c1cc(-c2ccc(F)cc2)n(CC(=O)Nc2nccs2)c1C	9	-1.1	-13	7	-2	6	-7	-24	8
CSc1cccc(NC(=O)OC2CCCCCCCCCCC2)c1	9	1.0	-1	2	-4	-3	-3	11	-4
Cc1ccc(CN2CC(C(=O)OCc3ccccc3Cl)CC2=O)cc1 (stereo not given)	11	-2.7	-4	0	1	-1	-9	-1	-1
COCC1CCN(C(=O)C2CCC(=O)N(CCc3cccc(F)c3)C2)CC1 (stereo not given)	2	0.3	-6	1	7	-3	-1	1	3
COc1ccc(Cc2nc3ccc(C(=O)N4CCCC4)cc3o2)cc1OC	-10	2.8	-6	-1	0	4	5	1	2
CN(C)S(=O)(=O)c1cccc(NC(=S)NCCCn2ccnc2)c1	7	1.1	0	0	-1	-4	2	3	5
COc1ccc(CSCC(=O)Nc2ccccc2SC)cc1	1	0.7	-10	0	2	-6	-3	12	-3
CC1=Nc2ccccc2/C1=C/c1c(N)n2c(S(=O)(=O)C(C)C)nsc2nc1=O	15	-0.4	1	0	4	-2	-5	26	3
O=C(Cn1cc(S(=O)(=O)Cc2ccccc2)c2ccccc21)Nc1ccccc1	2	0.5	1	9	-5	3	-6	-13	5

Part of the list above in order of molar mass, low to high.
SMILES	CHRM5 antagonist	CRFBP-R2 agonist	CHRM4 antagonist	M4 ag	CHRM4 PAM	CHRM5 agonist	M5 PAM	CRFBP-R2 block	IDE cell inh
O=C1COc2ccc(S(=O)(=O)N3CCCC3)cc2N1	18	-0.4	3	1	1	-2	-4	21	7
CC1C=CCC2C(=O)N(c3cccc(C(=O)NCCc4ccccc4)c3)C(=O)C12 (stereo not given)	5	4.4	-6	5	0	0	-2	-9	10
C[C@H](c1ccccc1)N1C[C@@H](COCc2ccccc2)Oc2cc(N3CC[C@@H](O)C3)ccc2S1(=O)=O	-4	nt	-9	9	1	8	-5	nt	nt

Following part:
SMILES	CHRM5 antagonist	CRFBP-R2 agonist	CHRM4 antagonist	M4 ag	CHRM4 PAM	CHRM5 agonist	M5 PAM	CRFBP-R2 block	IDE cell inh
CCOC(=O)C1=C(C)NC(=O)/C1=C\N(C)C	8	2.3	-1	1	0	-2	-2	4	6
C=CC[C@H](CC(=O)NCCO)C(=O)N[C@H](COC(=O)[C@H](CC=C)CC(=O)OC(C)(C)C)c1ccccc1	10	0.5	-5	5	-1	0	-8	5	-1
O=C(Nc1ccc(N2CCOCC2)cc1)c1ccc(S(=O)(=O)N2CCCCC2)cc1	9	4.7	16	0	-6	-1	2	-4	0
CC(OC(=O)[C@H](C)NC(=O)c1ccccc1Cl)C(=O)NCc1ccc2c(c1)OCO2 (stereo not given in full)	-2	-1.4	-24	2	10	0	3	0	1
Cc1c(C(=O)OCC(=O)NCCN2C(=O)CSC2=O)oc2c1ccc1ccccc12	8	-1.3	-1	5	0	-2	-7	-18	1
COCCC(=O)N1CCC(Oc2ccc(C(=O)NCCCC3CCCC3)cc2)CC1	-5	-4.1	-15	7	-3	-5	-2	4	9
CCCCCCCCn1c(=O)c(C(=O)OCC)c(O)c2ccccc21	3	-2.8	2	-1	8	2	-2	25	-1
CCN(CC)C(=O)c1cc(-c2ccc(Br)cc2)on1	-4	-1.2	-1	-1	-2	-11	-8	-20	6
O=C(CSc1nnc(COc2ccc(Cl)cc2)o1)NC1CC2CCC1C2 (stereo not given)	8	-0.9	-3	7	7	-2	-6	19	-1
CCCN(CC(=O)Nc1ccc(F)c(F)c1F)C(=O)Cc1ccc(OC)c(S(=O)(=O)N2CCOCC2)c1	8	2.4	-1	1	7	2	-3	5	nt
O=C(C1CC1)N1CCc2cc(Br)cc(S(=O)(=O)NCc3ccccn3)c21	6	-0.5	-1	1	0	-2	-11	6	-1
